NTR1 ag – agonists of NTR1, primary screen, imaging, U2OS cells, beta-arrestin-GFP, high content (AID 493036) | Neurotensin receptor type 1 (Homo sapiens), P30989 | 330,000 compounds, 0.17% hits | activation, % at 20 µM | NTR1-U2OS beta-arrestin-GFP spot imaging, agonist mode;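 active = activation at or above 40% of the spot to cytoplasm intensity ratio, with at least 20 cells analyzed; inconclusive = wells under 20 cells, flagged as cytotoxic or low count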;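 also: 0% = DMSO without peptide and 100% = 100 nM NTR1 peptide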
Target sequence (P30989 whole entry, looked up): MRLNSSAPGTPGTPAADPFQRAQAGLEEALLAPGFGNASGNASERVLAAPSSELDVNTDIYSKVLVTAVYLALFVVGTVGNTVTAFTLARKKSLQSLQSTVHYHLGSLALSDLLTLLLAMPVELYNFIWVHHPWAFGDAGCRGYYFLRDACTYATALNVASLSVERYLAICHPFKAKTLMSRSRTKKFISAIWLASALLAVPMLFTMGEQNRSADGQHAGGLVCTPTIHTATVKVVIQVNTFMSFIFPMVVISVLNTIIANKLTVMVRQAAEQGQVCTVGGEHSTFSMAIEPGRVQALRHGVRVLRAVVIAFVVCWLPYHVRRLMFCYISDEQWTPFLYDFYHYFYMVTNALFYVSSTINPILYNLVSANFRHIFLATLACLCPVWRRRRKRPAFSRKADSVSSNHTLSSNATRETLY
Siah-1 displacement – Siah-1 peptide-binding antagonists, primary screen, biochemical, fluorescence polarization, rhodamine-plectin, uHTS (AID 1817). Siah-1 / rhodamine-plectin peptide fluorescence polarization; higher % means a stronger effect. displacement, % at 20 µM; hits with a dose series show IC50 in µM. E3 ubiquitin-protein ligase SIAH1 (Homo sapiens). 290,000 compounds, 0.02% hits;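 active = displacement of at least 50% at 20 µM, with a fluorescence ratio check between 0.3 and a set limit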;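 also: plate controls were Siah plus tracer with DMSO for no effect and tracer alone without Siah for full effect; strong numbers were not always called active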
GPR55 LPI antagonism – GPR55 antagonists blocking LPI-driven arrestin recruitment, primary screen, imaging, U2OS, beta-arrestin-GFP, LPI agonist (AID 2013); G-protein coupled receptor 55 (Homo sapiens); U2OS GPR55 beta-arrestin-GFP translocation imaging, LPI antagonism; higher % means a stronger effect; inhibition, % at 10 µM, or IC50 in µM where a hit was titrated; 290,000 compounds, 0.13% hits;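 active = spots per cell inhibited over 60%, with over 100 cells counted and total cytoplasm intensity under 500,000; inconclusive = wells with under 100 cells, flagged as likely toxic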;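 also: U2OS cells stably carrying GPR55 and arrestin-GFP stimulated by 5 µM LPI near EC80; imaged beta-arrestin-GFP aggregate spots per cell after agonist stimulation; plate controls were LPI-stimulated DMSO wells for no effect and DMSO wells without LPI for full effect; some results filed as inactive read as strong as hits; confirmed hits need IC50 under 10 µM and bright autofluorescent wells are also inconclusive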
K1F lysis inhibition – inhibition of K1F phage lysis, E. coli UTI89, bacterial capsule biogenesis inhibitors, alamar blue (AID 488966). E. coli UTI89 K1F phage lysis, alamar blue, 2 h; higher % means a stronger effect. inhibition, % at 100 µM, or IC50 in µM where a hit was titrated. 340,000 compounds, 0.02% hits;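 active = phage lysis inhibition, versus mean bacterial control, above a set limit; inconclusive = no clear call, values can overlap the other calls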;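 also: capsule biogenesis inhibitors block K1F phage lysis so surviving cells raise fluorescence; higher fluorescence means more inhibition of phage lysis; actives were called in the ten point dose series up to 300 µM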
HIV peptide binding – inhibitors of HIV fusion peptide binding, primary screen, biochemical, uHTS, fluorescence dequenching (AID 1986) | cell-free peptide binding, fluorescence dequenching, 30 min; higher % means a stronger effect | inhibition, % at 20 µM, or IC50 in µM where a hit was titrated | 290,000 compounds, 0.3% hits; in the data active = inhibition mostly above about 52%, no sharp cut-off; inactive = mostly below about 76%; also: some results filed as inactive read as strong as hits
GPR55 activation – GPR55 agonists via beta-arrestin recruitment, primary screen, imaging, U2OS cells, beta-arrestin-GFP redistribution (AID 1961). G-protein coupled receptor 55 (Homo sapiens). activation, % at 10 µM, or EC50 in µM where a hit was titrated. 290,000 compounds, 0.048% hits. U2OS GPR55 beta-arrestin-GFP redistribution imaging; higher % means a stronger effect;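 active = activation above 40% with more than 50 cells counted in the well; inconclusive = wells holding fewer than 50 cells, flagged as toxic or sparse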;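 also: U2OS osteosarcoma cells stably expressing GPR55 and beta-arrestin-GFP; plate controls were DMSO negative control for no effect and LPI positive control for full effect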
AID2073 – inhibitors of Mint1-CaV2.2 protein interaction, biochemical, HTRF (AID 2073); Voltage-dependent N-type calcium channel subunit alpha-1B (Homo sapiens); HTRF protein-protein interaction, Mint1-CaV2.2; higher % means a stronger effect; inhibition, % at 20 µM; hits with a dose series show IC50 in µM; 290,000 compounds, 0.19% hits; in the data active = inhibition mostly above about 51%, no sharp cut-off; inconclusive = no clear call, values can overlap the other calls; inactive = mostly below about 53%; also: some results filed as inactive read as strong as hits
NS5 inhibitors – Dengue-2 NS5 methyltransferase inhibitors, primary screen, biochemical, confirmation dose response (AID 588689); Dengue-2 NS5 methyltransferase capping enzyme assay, biochemical; higher % means a stronger effect; Genome polyprotein (Dengue virus type 2 (strain 16681-PDK53)); inhibition, % at 25 µM; hits with a dose series show IC50 in µM; 340,000 compounds, 0.3% hits; in the data active = a potency from the dose series; inconclusive = inhibition above about 29% without an active follow-up result
GPR35 arrestin U2OS – GPR35 antagonists blocking zaprinast-driven arrestin recruitment, primary screen, imaging, U2OS, beta-arrestin-GFP, zaprinast agonist (AID 2058); G-protein coupled receptor 35 (Homo sapiens); U2OS GPR35 beta-arrestin-GFP translocation imaging, zaprinast antagonism; higher % means a stronger effect; inhibition, % at 10 µM; hits with a dose series show IC50 in µM; 290,000 compounds, 0.052% hits;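 active = inhibition of at least 50% with at least 30 cells and total cytoplasm GFP at most 10,000,000; inconclusive = under 30 cells or total GFP of 10,000,000 plus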
NTR1 ag cell count 20 µM – second read-out of NTR1 ag, no call of its own (marks repeat the call); cell count; measured here: cell count, cytotoxicity flag
NS5 inhibitors pilot replicate – also measured in NS5 inhibitors; calls as there; inhibition, %; measured here: pilot screen replicate inhibition
* marks the source's active call; other numbers are inactive results; [ ] = remark or other dose.

Cn1c(=O)c(=O)n(C)c2cc(S(=O)(=O)N3CCCC3C(=O)NCc3cccs3)ccc21 (stereo unspecified) was read as NTR1 ag 0.0, Siah-1 displacement 0%, GPR55 LPI antagonism 13%, K1F lysis inhibition 0.3%[50 µM], HIV peptide binding 0.5%, GPR55 activation -0.1%, AID2073 30%, NS5 inhibitors -9%, GPR35 arrestin U2OS -12% and NTR1 ag cell count 20 µM 65.
`O=C(c1ccc(N2CCOCC2)c([N+](=O)[O-])c1)N1CCCCC1` gave NTR1 ag 0.0, Siah-1 displacement -2%, GPR55 LPI antagonism -5%, K1F lysis inhibition 0.3%, HIV peptide binding -1.6%, GPR55 activation -0.2%, AID2073 -3%, NS5 inhibitors 2%, GPR35 arrestin U2OS -13% and NTR1 ag cell count 20 µM 52.
`COc1ccc(OC)c(/C=N\NC(=O)CC(=O)NCCc2ccccc2)c1` gave NTR1 ag 0.8, Siah-1 displacement -2%, GPR55 LPI antagonism 8%, K1F lysis inhibition -0.2%, HIV peptide binding -0.3%, GPR55 activation 0.0%, AID2073 29%, NS5 inhibitors -10%, GPR35 arrestin U2OS -11% and NTR1 ag cell count 20 µM 31.
`CC1CCCC(C)N1NC(=S)Nc1ccc(OC(F)F)cc1` (stereo unspecified) gave NTR1 ag 1.4, Siah-1 displacement -7%, GPR55 LPI antagonism 2%, K1F lysis inhibition 2.5%, HIV peptide binding -0.6%, GPR55 activation 0.1%, AID2073 -5%, NS5 inhibitors 0%, GPR35 arrestin U2OS 3% and NTR1 ag cell count 20 µM 64.
Screening c1ccc(CCn2nnc3ccccc32)cc1 returned NTR1 ag 2.1, Siah-1 displacement 2%, GPR55 LPI antagonism -5%, K1F lysis inhibition 0.2%, HIV peptide binding -0.5%, GPR55 activation -0.1%, AID2073 1%, NS5 inhibitors -2%, GPR35 arrestin U2OS -10% and NTR1 ag cell count 20 µM 47.
Screening COc1cc(/C=C2/C(=O)ON=C2c2ccccc2)ccc1O returned NTR1 ag 14, Siah-1 displacement 3%, GPR55 LPI antagonism 22%, K1F lysis inhibition 0.1%, HIV peptide binding 11%, GPR55 activation 2.4%, AID2073 4%, NS5 inhibitors -8%, GPR35 arrestin U2OS -2% and NTR1 ag cell count 20 µM 70.
`O=C(CCC(=O)N1CCOc2ccc(Cl)cc21)NCCCN1CCN(Cc2ccccc2)CC1` gave NTR1 ag 0.7, Siah-1 displacement 1%, GPR55 LPI antagonism 11%, K1F lysis inhibition 0.9%, HIV peptide binding 0.4%, GPR55 activation -0.1%, AID2073 5%, NS5 inhibitors 1%, GPR35 arrestin U2OS 4% and NTR1 ag cell count 20 µM 56.
Screening NS(=O)(=O)c1ccc(CCNc2nc(C(F)(F)F)nc3ccccc23)cc1 returned NTR1 ag 2.7, Siah-1 displacement -3%, GPR55 LPI antagonism -9%, K1F lysis inhibition 0.2%, HIV peptide binding 1.0%, GPR55 activation 0.8%, AID2073 9%, NS5 inhibitors -3%, GPR35 arrestin U2OS 2% and NTR1 ag cell count 20 µM 44.
Screening Cn1c(C(=O)NCCCN2CCN(c3ccccc3F)CC2)cc2c(=O)[nH]c3ccccc3c21 returned NTR1 ag 0.0, Siah-1 displacement -1%, GPR55 LPI antagonism 6%, K1F lysis inhibition 0.1%, HIV peptide binding -0.8%, GPR55 activation 0.3%, AID2073 -1%, NS5 inhibitors -7%, GPR35 arrestin U2OS -13% and NTR1 ag cell count 20 µM 92.
For Cc1cc(OCC(=O)N2CCC(C(N)=O)CC2)c2c(C)cc(=O)oc2c1 the results were NTR1 ag -2.6, Siah-1 displacement -1%, GPR55 LPI antagonism -10%, K1F lysis inhibition 0.4%, HIV peptide binding -0.6%, GPR55 activation 0.5%, AID2073 30%, NS5 inhibitors 1%, GPR35 arrestin U2OS 2% and NTR1 ag cell count 20 µM 104.
Cc1cc(OCC(=O)NC(C)(C)C)ccc1Cl was read as NTR1 ag -0.2, Siah-1 displacement -1%, GPR55 LPI antagonism 3%, K1F lysis inhibition 5.3%, HIV peptide binding -0.6%, GPR55 activation -0.3%, AID2073 0%, NS5 inhibitors -15%, GPR35 arrestin U2OS 4% and NTR1 ag cell count 20 µM 40.
For COc1ccc(NC(=O)C2C3C=CC4(O3)C2C(=O)N(CCN2CCCCC2)C4C(=O)NC2CCCC(C)C2C)cc1 (stereo unspecified) the results were NTR1 ag -0.5, Siah-1 displacement -3%, GPR55 LPI antagonism 5%, K1F lysis inhibition 0.2%, HIV peptide binding 0.1%, GPR55 activation -0.2%, AID2073 2%, NS5 inhibitors -3%, GPR35 arrestin U2OS -1% and NTR1 ag cell count 20 µM 70.
`COc1cc(/C=C2\SC(=S)N(Nc3ncc(C(F)(F)F)cc3Cl)C2=O)cc(OC)c1OC` gave NTR1 ag 3.2, Siah-1 displacement -5%, GPR55 LPI antagonism 17%, K1F lysis inhibition -0.4%, HIV peptide binding -1.1%, GPR55 activation 0.2%, AID2073 -6%, NS5 inhibitors -6%, GPR35 arrestin U2OS -10% and NTR1 ag cell count 20 µM 77.
For CCOC(=O)/C(C#N)=C/c1cc2ccc(C)cc2nc1Cl the results were NTR1 ag 0.9, Siah-1 displacement -4%, GPR55 LPI antagonism -7%, K1F lysis inhibition 2.8%, HIV peptide binding 1.6%, GPR55 activation -0.2%, AID2073 9%, NS5 inhibitors -7%, GPR35 arrestin U2OS 14% and NTR1 ag cell count 20 µM 47.
`COc1ccc(C(=O)Nc2cccc(OC(=O)c3ccc(C)c(C)c3)c2)cc1` gave NTR1 ag 1.7, Siah-1 displacement 0%, GPR55 LPI antagonism 23%, K1F lysis inhibition 0.1%, HIV peptide binding -1.8%, GPR55 activation 0.2%, AID2073 0%, GPR35 arrestin U2OS 16% and NTR1 ag cell count 20 µM 50.
For Cc1cccc(-c2nc(CN3CCCC(C(=O)NC4CCCCC4)C3)c(C)o2)c1 (stereo unspecified) the results were NTR1 ag 2.3, Siah-1 displacement 0%, GPR55 LPI antagonism 14%, K1F lysis inhibition 0.3%, HIV peptide binding -3.0%, GPR55 activation 0.3%, AID2073 1%, NS5 inhibitors -5%, GPR35 arrestin U2OS 2% and NTR1 ag cell count 20 µM 72.
Screening Cc1nc(SCC(=O)NC2CCCC2)[nH]c(=O)c1C returned NTR1 ag -1.6, Siah-1 displacement 7%, GPR55 LPI antagonism -10%, K1F lysis inhibition 0.4%, HIV peptide binding -1.8%, GPR55 activation -0.2%, AID2073 -4%, NS5 inhibitors 2%, GPR35 arrestin U2OS -10% and NTR1 ag cell count 20 µM 40.
Screening CCOc1cc(Br)cc(/C=N/NC(=O)c2cccnc2)c1O returned NTR1 ag 1.0, Siah-1 displacement -11%, GPR55 LPI antagonism -1%, K1F lysis inhibition 0.0%, HIV peptide binding 4.7%, GPR55 activation 0.3%, AID2073 -1%, NS5 inhibitors -10%, GPR35 arrestin U2OS -5%, NTR1 ag cell count 20 µM 49 and NS5 inhibitors pilot replicate -10.
For CC(=O)Nc1cccc(OCCCNS(=O)(=O)c2ccc(C#N)cc2)c1 the results were NTR1 ag -0.5, Siah-1 displacement -1%, GPR55 LPI antagonism 2%, K1F lysis inhibition -0.2%[50 µM], HIV peptide binding 0.1%, GPR55 activation -0.1%, AID2073 4%, NS5 inhibitors 4%, GPR35 arrestin U2OS 3% and NTR1 ag cell count 20 µM 76.
Screening CC(C)C(=O)n1nc(-c2cccnc2)nc1NCc1cccs1 returned NTR1 ag 0.0, Siah-1 displacement -8%, GPR55 LPI antagonism 2%, K1F lysis inhibition 0.2%, HIV peptide binding -0.3%, GPR55 activation -0.3%, AID2073 -2%, NS5 inhibitors -6%, GPR35 arrestin U2OS 12% and NTR1 ag cell count 20 µM 57.
CC(=O)N1CCN(c2ccccc2NC(=O)c2cccc3c(Cl)cccc23)CC1 was read as NTR1 ag 1.3, Siah-1 displacement -2%, GPR55 LPI antagonism -4%, K1F lysis inhibition 2.7%[50 µM], HIV peptide binding -1.3%, GPR55 activation -0.1%, AID2073 44%, NS5 inhibitors 1%, GPR35 arrestin U2OS -1% and NTR1 ag cell count 20 µM 86.
CCc1nnc(NC(=S)Nc2ccccc2)s1 was read as NTR1 ag 1.1, Siah-1 displacement 4%, GPR55 LPI antagonism 20%, K1F lysis inhibition 0.2%, HIV peptide binding 1.2%, GPR55 activation 0.7%, AID2073 -3%, NS5 inhibitors -3%, GPR35 arrestin U2OS -8% and NTR1 ag cell count 20 µM 82.
`O=C(NN1C(=O)C2C(c3ccccc3)C=CC(c3ccccc3)C2C1=O)c1cccc(Br)c1` (stereo unspecified) gave NTR1 ag 9.1, Siah-1 displacement 0%, GPR55 LPI antagonism -5%, K1F lysis inhibition -4.6%, HIV peptide binding 3.2%, GPR55 activation 0.1%, AID2073 inconclusive, NS5 inhibitors -4%, GPR35 arrestin U2OS -10% and NTR1 ag cell count 20 µM 65.
`CC(=O)Nc1ccc(N2CCCC(C)C2)c([N+](=O)[O-])c1` (stereo unspecified) gave NTR1 ag 1.6, Siah-1 displacement -6%, GPR55 LPI antagonism 1%, K1F lysis inhibition 2.5%, HIV peptide binding -3.5%, GPR55 activation -0.1%, AID2073 -7%, NS5 inhibitors -11%, GPR35 arrestin U2OS -6% and NTR1 ag cell count 20 µM 63.

High-throughput results from PubChem.
